TNAP Pi inh: human TNAP inhibition, phosphate detection | inhibition, % at 20 µM | P05186 | purified TNAP, pNPP, malachite green phosphate absorbance | 21,000 tested, under 10 active
Target sequence (P05186 whole entry, looked up): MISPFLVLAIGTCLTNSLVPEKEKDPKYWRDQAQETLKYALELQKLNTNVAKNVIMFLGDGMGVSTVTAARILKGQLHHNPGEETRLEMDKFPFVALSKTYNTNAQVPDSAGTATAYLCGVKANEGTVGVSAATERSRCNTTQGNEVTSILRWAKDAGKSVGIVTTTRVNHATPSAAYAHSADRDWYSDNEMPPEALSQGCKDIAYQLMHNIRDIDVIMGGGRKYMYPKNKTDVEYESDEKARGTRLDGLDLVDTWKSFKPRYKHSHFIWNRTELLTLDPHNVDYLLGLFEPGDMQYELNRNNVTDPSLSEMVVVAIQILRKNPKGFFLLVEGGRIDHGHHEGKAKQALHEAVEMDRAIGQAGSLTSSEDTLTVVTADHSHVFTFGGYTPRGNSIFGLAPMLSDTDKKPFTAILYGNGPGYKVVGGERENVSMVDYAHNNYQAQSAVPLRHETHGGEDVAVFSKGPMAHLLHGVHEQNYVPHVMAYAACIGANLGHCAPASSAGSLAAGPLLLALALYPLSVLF
TNAP pNPP inh: human TNAP inhibition, p-nitrophenol detection. inhibition, % at 20 µM. purified TNAP, pNPP hydrolysis, absorbance 405 nm. P05186. 21,000 tested, under 10 active;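 note: 0% = DMSO only wells and 100% = 1 mM levamisole wells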
Starred values were filed as active, the others as inactive.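 Rule for the calls: active = inhibition above 50% at the 20 µM single-dose screen; inactive = the rest.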 The list is partial; the hit share may differ from the screen's.

TNAP Pi inh	TNAP pNPP inh	Compound
6	2	CC(C)CCn1nnnc1C(c1ccc(N(C)C)cc1)N1CCN(C(=O)c2ccco2)CC1 (stereo unspecified)
10	4	COc1cc(-c2nn3c(C4CCCCC4)nnc3s2)cc(OC)c1OC
46	42	CCCc1nc(S(=O)(=O)Cc2ccc(Cl)cc2Cl)n[nH]1
6	3	NC(=O)CSc1nc2sc3c(c2c2ncnn12)CCCC3
3	-2	COc1ccc(Nc2ncc3c(n2)CC(c2ccccc2)CC3=O)cc1 (stereo unspecified)
4	0	CC1CCN(S(=O)(=O)c2ccc(NC(=O)CN3CCN(C)CC3)cc2)CC1
15	2	CC(CCO)Nc1nc2c(c(=O)n(C)c(=O)n2C)n1Cc1cccc(Br)c1 (stereo unspecified)
5	0	CCCOc1ccccc1N1C(=O)CC(N2CCOCC2)C1=O (stereo unspecified)
1	0	CC1(C)OC(=O)C2(Cc3ccccc3N3CCCCC32)C(=O)O1 (stereo unspecified)
8	4	N[C@@]12CCc3nonc3[C@]1(O)CC(c1ccccc1)=[N+]2[O-]
7	4	O=C(c1nsc(Cl)c1Cl)N1CCCCC1
8	3	CC(Oc1ccc(NC(=O)c2ccco2)cc1)C(=O)N1c2ccccc2CC1C (stereo unspecified)
0	0	O=C(COc1ccc(S(=O)(=O)NCCc2ccccc2)cc1)N1CCCC1
8	6	N=c1ccn(Cc2ccc(Cl)cc2)cc1
-8	-10	CCOc1cccc(-c2nnc3sc(-c4cccs4)nn23)c1
3	-2	COc1cc(SC)ccc1C(=O)N1CCCCCC1
0	0	CC1(C)CC(=O)C=C(NCCO)C1
7	4	O=C(Nc1ccc2nn(-c3ccccc3)nc2c1)c1cccs1
5	3	CNC(=O)CC(C(=O)O)c1ccc(OC(C)C)cc1 (stereo unspecified)
6	11	O=C(Nc1ccn(Cc2ccc(Cl)cc2)n1)c1ccc2c(c1)OCO2
-11	5	COc1cc2nc(CN(C)CC(=O)Nc3ccc(N4CCOCC4)cc3)[nH]c(=O)c2cc1OC
-2	3	COc1cc(SC)ccc1C(=O)NCCCOC(C)C
7	2	COc1ccc(C(=O)Nc2ccc(S(=O)(=O)N3CCCCC3)cc2)cc1OC
-15	-2	O=C(CN1CCCCCC1)Nc1cccc2c1OCO2
-6	-6	Cc1cc(NS(=O)(=O)c2ccc(N)cc2)no1
6	1	COc1ccc(-c2cn3ccccc3n2)cc1OC
9	4	CC(O)/C=C/c1cccc[n+]1C (stereo unspecified)
16	3	N#Cc1c(NC(=O)CSCC(=O)O)sc2c1CCCC2
7	2	CCOc1ccccc1NC(=O)CSc1nc2cccnc2n1C
14	7	O=C(CSc1nnc(COc2ccccc2)o1)NCCc1ccccc1
-4	-16	CCCCOc1ccc(Cl)cc1CSc1nnc(CC)n1N
2	-2	Cc1cc(C)n(-c2ccc(C(=O)NC3=NCCS3)cc2)n1
8	4	O=C(NCCN=C1NS(=O)(=O)c2ccccc21)c1ccc(S(=O)(=O)N2CCOCC2)cc1
5	-6	CCCCC(NC(=O)c1ccc(Cl)cc1)C(=O)O (stereo unspecified)
12	5	C=CCn1c(SCc2ccc(C#N)cc2)nnc1-c1cccc(OC)c1
10	4	Cc1cc(C(F)(F)F)nn1CC(=O)N1CCCC1
6	-1	CCOC(=O)N1CCC(Nc2nc3ccccc3nc2NS(=O)(=O)c2ccc(Cl)cc2)CC1
-17	2	O=C(Nn1c(Cc2cccs2)nc2ccccc2c1=O)c1cccs1
7	2	COc1ccc(N2CC(C)Cn3c2nc2c3c(=O)n(Cc3ccccc3F)c(=O)n2C)c(OC)c1 (stereo unspecified)
0	0	COc1cc(C(=O)Nc2nnc(-c3sccc3C)s2)cc(OC)c1OC
5	2	CCOCCCNC(=O)N[C@@H](C)C(=O)OC
-14	6	COC(=O)c1ccc(NC(=O)c2ccccc2N(C)S(C)(=O)=O)cc1
2	0	COc1ccc(S(=O)(=O)N2CCC(C)CC2)cc1Br
3	6	Clc1ccc(NC2=NCCCCC2)cc1
10	4	NC(=O)C1CCN(C(c2ccccc2Cl)c2nnnn2Cc2ccc3c(c2)OCO3)CC1 (stereo unspecified)
14	2	COc1cccc(=O)c2c(C)n(C)c(C)c12
13	4	Cc1ccc(Cn2cccc(NC(=O)c3ccco3)c2=O)cc1
6	4	Cc1cc(-c2cc(-c3ccc(Cl)cc3)nc(N)c2C#N)co1
0	0	O=C(Nc1nc2c(s1)CCCC2)c1ccc(Br)s1
0	0	O=C(Cc1c[nH]c2ccccc12)Nc1nccs1
22	6	COc1ccc2nc(C)[nH]c(=O)c2c1
-12	-8	c1ccc2c(c1)NC(c1ccncc1)n1c-2nc2ccccc21 (stereo unspecified)
18	1	COc1ccc(NS(=O)(=O)c2ccc3oc4ccccc4c3c2)cn1
5	-1	CCOC(=O)c1c(C)[nH]c(NC(=O)Nc2c(C)n(C)n(-c3ccccc3)c2=O)c1C
14	-1	O=C(CC1CCCCC1)NCC1CCCO1 (stereo unspecified)
-18	3	O=C(Nc1nnc(-c2ccco2)s1)C1CCCCC1
16	3	O=C(c1ccco1)N1C(=O)c2cccc3cccc1c23
-4	-4	N#Cc1cc2c(nc1SCc1ccccc1)CCCC2=O
-4	-11	Cc1cc2cc(C(c3nnnn3Cc3ccco3)N3CCc4ccccc4C3)c(=O)[nH]c2cc1C (stereo unspecified)
5	1	CCNc1nc(NCC)nc(Oc2ccc(OCC)nn2)n1

Next results follow:
TNAP Pi inh	TNAP pNPP inh	Compound
10	5	CCOC(=O)N1CCOCCOCCN(C(=O)OCC)CCOCC1
4	-4	CCOC(=O)Cn1c(=O)c2c(nc(Br)n2CC(=O)OCC)n(C)c1=O
10	7	O=C1OCCC1Sc1nnc(-c2ccccc2)o1 (stereo unspecified)
10	6	c1nnc2c3c4c(sc3ncn12)CCC4
10	2	COC(=O)c1ccc(Cc2ccc(C(=O)OC)o2)o1
-10	7	Cc1ccc2c(c1)c1ncnc(N3CCc4ccccc4C3)c1n2C
9	4	CC1=Nn2c(nc(-c3ccccc3)c2-c2ccccc2)N(CC(N)=O)C(=O)C1
19	2	O=C(Cc1ccc(F)cc1)OCC(=O)c1cc2ccccc2o1
-5	4	CCOc1ccc(N(CC(=O)NC(C)(C)C)C(=O)c2ccco2)cc1
0	8	CCCCn1cnc2cc(NCc3cccc(OC)c3O)ccc21
12	4	O=C(OCc1nc2ccccc2s1)c1cccs1
0	0	NS(=O)(=O)c1cc2c(cc1C(F)(F)F)NCNS2(=O)=O
11	2	CC(C)CC(c1nnnn1C(C)C)N1CCN(c2cccc(Cl)c2)CC1 (stereo unspecified)
-5	4	O=C(O)c1ccc(NC(=O)C2(c3ccccc3)CCOCC2)cc1
11	5	CCOC(=O)Cc1csc(NC(=O)CSc2nc3cccnc3n2CC)n1
14	6	COc1ccc(C(CC(=O)O)NS(=O)(=O)c2ccc(C)cc2)cc1OC (stereo unspecified)
0	0	S=C(c1ccc(N2CCOCC2)cc1)N1CCOCC1
7	2	CC(=O)Nc1cccc(NS(=O)(=O)Cc2ccc(Cl)cc2)c1
0	-2	CCOc1cc(S(=O)(=O)N2CCN(Cc3ccccc3)CC2)ccc1Br
6	0	CCCCCCOC(=O)CCn1[nH]c(=O)c2ccccc2c1=O
10	6	COc1cc(NC(=O)c2c(-c3ccccc3Cl)noc2C)c2ncccc2c1
9	3	CC(C)[C@H](NC(=O)CCn1nnc2ccccc2c1=O)C(=O)O
16	7	COc1ccc(C)cc1NC(=O)NC1CCN(Cc2ccccc2)CC1
7	4	CCOC(=O)C(NC(C)=O)(Nc1ccc(S(=O)(=O)Nc2onc(C)c2C)cc1)C(F)(F)F (stereo unspecified)
11	7	COCCSc1ccccc1C(=O)Nc1nccs1
1	6	CC(=O)Oc1cccc2c1C(=O)c1c(OC(C)=O)cc(C(=O)O)cc1C2=O
-4	-15	O=C(CSc1nc2ccccc2c(=O)n1Cc1ccco1)c1ccc(F)cc1
7	3	O=C(Nc1ccccc1)N1CC=C(c2ccccc2)CC1
5	1	CC1CCC/C(=C\Nc2ccc(O)cc2)C1=O (stereo unspecified)
6	4	COCCNC(=O)C(c1ccccc1)N(CCOC)C(=O)Cn1nnc2ccccc21 (stereo unspecified)
-8	3	COCCCNC(=O)c1c(N)n(/N=C/c2cccnc2)c2nc3ccccc3nc12
7	-4	CCCn1c(SCC(=O)NCCc2ccccc2)nnc1-c1cccnc1
10	6	O=C1OC(NC(=O)c2ccccc2)C(n2cc(CO)nn2)=C1Cl (stereo unspecified)
9	5	O=C(NCCO)C1CCN(S(=O)(=O)c2ccc(F)cc2)CC1
11	5	Cc1cc(C)nc(NC(=O)c2ccc(OC(C)C)cc2)n1
4	-2	O=C(CSc1nnnn1-c1ccc(F)cc1)NC1CCCCC1
8	1	Cc1sc2ncnc(SC(C)C#N)c2c1C (stereo unspecified)
7	5	COc1ccc(NC(=O)c2cc3n(n2)C(C(F)(F)F)CC(c2ccco2)N3)cc1 (stereo unspecified)
-16	2	CCCCNc1cc(C)nc(NCc2ccccc2)n1
-5	10	CCOc1ccc2ccccc2c1C(=O)N1CCOCC1
0	0	COc1ccccc1C1SCCN1S(C)(=O)=O (stereo unspecified)
12	3	CCn1c(Cc2ccccc2)nnc1SCc1nc2ccccc2c(=O)[nH]1
-74	-21	CC(=O)Cn1c(N2CCC(Cc3ccccc3)CC2)nc2c1c(=O)[nH]c(=O)n2C
-10	-12	COc1ccc2c(c1OC)C(=O)OC2C1c2c(cc3c(c2OC)OCO3)CCN1C (stereo unspecified)
12	6	CCCn1c2c(c(O)c(C(=O)Nc3nccs3)c1=O)CCCC2
3	-2	Cc1cccc(NC(=O)CSc2nnc(-c3ccco3)o2)c1C
8	2	COc1cccc(C(=O)N2CCN(Cc3ccccn3)CC2)c1OC
11	2	O=C(Nc1cccnc1)c1ccc(Br)s1

Screening data deposited in PubChem BioAssay by Sanford-Burnham Center for Chemical Genomics.
